zVAD death inh = L929 zVAD cell death inhibition; L929 zVAD necroptosis rescue, ATP luminescence, 24 h; with zVAD 60 µM; actives 0.38% (n = 220,000); viability rescue, % at 10 µM;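 active = activation, scaled between plate controls, above about 75%, limit read from the data; inactive = activation under that limit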;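 note: 0% = zVAD with DMSO and 100% = DMSO alone without zVAD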
Wee1 degr inh = human Wee1 degradation inhibition, primary screen | reporter increase, % at 5 µM | AID 1321 | actives 1.2% (n = 220,000) | P30291 | HeLa Luc-Wee1K328M stability, luciferase luminescence; 100% = proteasome inhibitor MG132 effect;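 active = activation above the mean of all tested compounds plus 3 SD, set per screening run, cut at about 8.8% in these data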;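 note: cells exposed to compound for 20 h before luminescence read; 0% = DMSO alone and 100% = MG132 at 30 µM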
Target sequence (P30291 whole entry K328M): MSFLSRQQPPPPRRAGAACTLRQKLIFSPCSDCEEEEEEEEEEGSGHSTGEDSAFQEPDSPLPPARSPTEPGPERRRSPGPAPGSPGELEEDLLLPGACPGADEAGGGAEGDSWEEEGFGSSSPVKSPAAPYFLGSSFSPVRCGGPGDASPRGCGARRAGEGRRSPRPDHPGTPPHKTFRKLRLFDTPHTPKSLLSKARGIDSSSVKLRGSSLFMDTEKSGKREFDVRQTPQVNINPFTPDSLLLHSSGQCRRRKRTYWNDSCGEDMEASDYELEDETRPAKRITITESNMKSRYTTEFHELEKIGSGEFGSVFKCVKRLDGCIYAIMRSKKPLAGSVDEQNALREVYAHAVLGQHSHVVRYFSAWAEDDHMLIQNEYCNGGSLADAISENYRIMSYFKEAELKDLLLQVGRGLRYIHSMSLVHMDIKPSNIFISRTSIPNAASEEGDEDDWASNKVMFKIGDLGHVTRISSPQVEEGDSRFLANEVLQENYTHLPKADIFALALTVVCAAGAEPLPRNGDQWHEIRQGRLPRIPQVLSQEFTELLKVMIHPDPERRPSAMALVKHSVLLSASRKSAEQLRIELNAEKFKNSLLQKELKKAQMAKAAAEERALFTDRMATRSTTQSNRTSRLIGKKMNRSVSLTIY
TNF death inh = TNF-alpha cell death inhibition in Jurkat FADD-/- cells; Jurkat FADD-/- TNF necroptosis rescue, ATP luminescence, 24 h; 0 = TNF only, 100 = no-TNF cells; activation (protection from cell death), % at 10 µM; actives 0.068% (n = 220,000); AID 463075;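 active = activation, meaning protection from cell death, of at least 50% relative to plate controls; inactive = activation below 50%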;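 note: necroptosis triggered by 40 ng/mL TNF-alpha added together with compound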
PGE2 EP2 inh = EP2 receptor (human) inhibition | P43116 | C6 glioma cells expressing human EP2, cAMP TR-FRET; cells stimulated with saturating PGE2 | inhibition, % at 25 µM | actives 0.52% (n = 260,000);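 active = percent inhibition above 40 after rounding to a whole number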;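 note: rat C6 glioma host cells with rolipram phosphodiesterase inhibitor present; the protocol text gives 20 µM as final concentration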
Target sequence (P43116 whole entry, looked up): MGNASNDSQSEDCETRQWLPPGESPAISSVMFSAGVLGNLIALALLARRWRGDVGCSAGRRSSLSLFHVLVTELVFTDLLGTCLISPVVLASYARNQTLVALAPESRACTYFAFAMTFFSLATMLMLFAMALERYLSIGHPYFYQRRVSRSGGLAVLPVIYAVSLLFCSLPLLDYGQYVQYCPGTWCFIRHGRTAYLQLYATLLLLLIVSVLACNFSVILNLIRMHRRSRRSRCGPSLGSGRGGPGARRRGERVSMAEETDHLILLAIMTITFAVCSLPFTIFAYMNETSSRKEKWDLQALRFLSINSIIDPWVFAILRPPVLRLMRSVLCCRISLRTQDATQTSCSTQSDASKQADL
TbHK1 inh = T. brucei hexokinase 1 inhibition; recombinant TbHK1, G6PDH-coupled NADH A340; inhibition, % at 10 µM; actives 0.11% (n = 220,000); AID 1430;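 active = inhibition of 50% or more in the single-dose primary screen; inactive = inhibition below 50%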
PPC-1+TRAIL kill = compounds killing PPC-1 cancer cells with TRAIL present (potentiator screen, no TRAIL-free arm); PPC-1 cells + TRAIL, ATPLite viability luminescence; cell killing (% activity), % at 4 µM; actives 0.41% (n = 220,000);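 active = cell killing above 50% in the first pass at 4 µM, then a duplicate retest at 5 µM averaging 50% or more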;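 note: plate controls were cells with TRAIL plus DMSO for no effect and medium-only wells lacking cells for full effect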
CHOP inh = blocks CHOP induction under ER stress; CHO-K1 CHOP-promoter luciferase, tunicamycin-induced, 15-18 h; inhibition, % at 10 µM; actives 3.8% (n = 220,000); AID 2732;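 active = compounds that reduced the stress-induced luciferase reporter signal by more than about 70% of percent inhibition, limit read from the data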;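 note: 0% = tunicamycin plus vehicle and 100% = wells without tunicamycin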
FXIa inh 1536 = inhibitors of human coagulation factor XIa | purified FXIa, Boc-Glu-Ala-Arg-AMC fluorogenic substrate | actives 0.14% (n = 220,000) | AID 798 | inhibition, % at 5 µM | P03951;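 active = inhibition of at least 40%; inactive = inhibition below 40%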;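 note: fluorescence of freed AMC excited at 355 nm; 0% = enzyme without compound and 100% = no enzyme blank; many of its hits are not listed in these tables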
FXIIa inh = factor XIIa (human) inhibition | actives 0.3% (n = 220,000) | purified FXIIa, Boc-QGR-AMC fluorogenic substrate, 2 h | inhibition, % at 5 µM; in the data active = inhibition above about 40%;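 note: 0% = enzyme with no compound and 100% = blank without enzyme; many of its hits are not listed in these tables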
An asterisk follows results filed as active; & = joins results of further samples; [ ] = dose if it differs, or a comment. Only part of the results is shown; count on the stated rates, not on these rows.

`COc1cc(OC)c(Nc2cc(C)nc3nc(C)nn23)cc1Cl` gave zVAD death inh -0.8, Wee1 degr inh -4, TNF death inh 2.5, PGE2 EP2 inh 7, TbHK1 inh -1, PPC-1+TRAIL kill 5, CHOP inh 10, FXIa inh 1536 1 and FXIIa inh 10.
COc1ccc(NC(=O)CSc2nc(C)cs2)cc1 was read as zVAD death inh 0.5, Wee1 degr inh -1, TNF death inh 1.3, PGE2 EP2 inh 3, TbHK1 inh -2, PPC-1+TRAIL kill 17, CHOP inh -6, FXIa inh 1536 -3 and FXIIa inh -1.
For CSc1nnc(-c2ccccc2)n1C the results were zVAD death inh 0.2, Wee1 degr inh 0, TNF death inh -0.8, PGE2 EP2 inh 8&12, TbHK1 inh 7, PPC-1+TRAIL kill 15, CHOP inh -6, FXIa inh 1536 4 and FXIIa inh 17.
For COCCn1c(SCC(=O)NC(=O)NCc2ccccc2)nc2ccccc21 the results were zVAD death inh 1.7, Wee1 degr inh -2, TNF death inh 0.4, PGE2 EP2 inh 11, TbHK1 inh -8, PPC-1+TRAIL kill 2, CHOP inh 49, FXIa inh 1536 21 and FXIIa inh 13.
`CN1C(=O)C(O)(C2COC(C)(C)CC2=O)c2ccccc21` (stereo not given) gave zVAD death inh 1.2, Wee1 degr inh -3, TNF death inh -0.7, PGE2 EP2 inh 11, TbHK1 inh -13, PPC-1+TRAIL kill 10, CHOP inh -11, FXIa inh 1536 7 and FXIIa inh 10.
For COc1ccc(C(=O)/C=C/Nc2ccccn2)c(OC)c1 the results were zVAD death inh 6.7, Wee1 degr inh 5, TNF death inh 5.1, PGE2 EP2 inh 5, TbHK1 inh -4, PPC-1+TRAIL kill 15, CHOP inh -4, FXIa inh 1536 -10 and FXIIa inh 2.
Screening Cc1ccc2nc(NC(=O)C3CCCN(S(=O)(=O)c4cccc5nonc45)C3)sc2c1 (stereo not given) returned zVAD death inh 0.6, Wee1 degr inh -1, TNF death inh -0.3, PGE2 EP2 inh 7, TbHK1 inh -17, PPC-1+TRAIL kill 0, CHOP inh 36, FXIa inh 1536 3 and FXIIa inh 8.
Cc1csc2c(NC3CCN(Cc4ccccc4)CC3)ncnc12 was read as zVAD death inh -1.1, Wee1 degr inh -1, TNF death inh -2.4, PGE2 EP2 inh 8, TbHK1 inh 10, PPC-1+TRAIL kill 17, CHOP inh 1, FXIa inh 1536 3 and FXIIa inh 13.
Screening CCOc1ccc(NC(=O)CSC(N)=O)cc1 returned zVAD death inh 4.9, Wee1 degr inh 1, TNF death inh -1.6, PGE2 EP2 inh 14, TbHK1 inh 2, PPC-1+TRAIL kill 18, CHOP inh -5, FXIa inh 1536 6 and FXIIa inh 9.
`COc1ccccc1C(=O)O/N=C(\N)c1ccc(Cl)cc1` gave zVAD death inh -0.2, Wee1 degr inh 5, TNF death inh -2.8, PGE2 EP2 inh 2, TbHK1 inh -2, PPC-1+TRAIL kill 23, CHOP inh -30, FXIa inh 1536 9 and FXIIa inh 19.
Screening Cc1sc2ncnc(NCC3COc4ccccc4O3)c2c1C (stereo not given) returned zVAD death inh 0.9, Wee1 degr inh 0, TNF death inh -10, PGE2 EP2 inh 10, TbHK1 inh -4, PPC-1+TRAIL kill 16, CHOP inh 76*, FXIa inh 1536 1 and FXIIa inh 9.
`Cn1nnc(NC(=O)c2ccccc2F)n1` gave zVAD death inh 0.2, Wee1 degr inh 2, TNF death inh -2.5, PGE2 EP2 inh 11, TbHK1 inh 3, PPC-1+TRAIL kill -14, CHOP inh -24, FXIa inh 1536 8 and FXIIa inh -2.
For Cc1cc(C)n2nc(S(=O)(=O)NC(C)(C)C)nc2n1 the results were zVAD death inh 1.2, Wee1 degr inh 0, TNF death inh 0.3, PGE2 EP2 inh 10, TbHK1 inh 1, PPC-1+TRAIL kill 5, CHOP inh 3, FXIa inh 1536 0 and FXIIa inh 4.
For Cc1nnc(NC(=O)CSc2nc(N)c(NC(=O)c3cccs3)c(=O)[nH]2)s1 the results were zVAD death inh 0.1, Wee1 degr inh -1, TNF death inh -0.9, PGE2 EP2 inh 2, TbHK1 inh -5, PPC-1+TRAIL kill -31, CHOP inh -10, FXIa inh 1536 4 and FXIIa inh 14.
Screening Cc1cccc(NS(=O)(=O)Cc2ccccc2)n1 returned zVAD death inh -0.2, Wee1 degr inh 0, TNF death inh -0.4, PGE2 EP2 inh 11, TbHK1 inh 0, PPC-1+TRAIL kill 1, CHOP inh 26, FXIa inh 1536 -4 and FXIIa inh 5.
`O=C(NCc1ccco1)c1sc2ccccc2c1Cl` gave zVAD death inh -0.4, Wee1 degr inh 0, TNF death inh -2.1, PGE2 EP2 inh 15, TbHK1 inh -1, PPC-1+TRAIL kill 11, CHOP inh 15, FXIa inh 1536 4 and FXIIa inh 9.
For COc1ccc(S(=O)(=O)N2CCN(CC(=O)Nc3cc(C(F)(F)F)ccc3Cl)CC2)cc1 the results were zVAD death inh 0.6, Wee1 degr inh 0, TNF death inh -3.9, PGE2 EP2 inh 11, TbHK1 inh 1, PPC-1+TRAIL kill -23, CHOP inh 38, FXIa inh 1536 -3 and FXIIa inh -3.
For COc1ccc(NC(=O)CSc2nc(C)cc(C)n2)c([N+](=O)[O-])c1 the results were zVAD death inh 4.0, Wee1 degr inh -3, TNF death inh -0.2, PGE2 EP2 inh 14, TbHK1 inh -5, PPC-1+TRAIL kill 4, CHOP inh 3, FXIa inh 1536 -6 and FXIIa inh 4.
For Cc1ccc(S(=O)(=O)N(C)C)cc1NC(=O)COC(=O)C1COc2ccccc2O1 (stereo not given) the results were zVAD death inh -0.4, Wee1 degr inh -2, TNF death inh 1.4, PGE2 EP2 inh 3, TbHK1 inh -6, PPC-1+TRAIL kill -6, CHOP inh -3, FXIa inh 1536 4 and FXIIa inh 5.
`CC1CN(c2ccccc2)CCN1Cc1nc(Cc2ccccc2)no1` (stereo not given) gave zVAD death inh 2.9, Wee1 degr inh -4, TNF death inh 1.8, PGE2 EP2 inh 8, TbHK1 inh -6, PPC-1+TRAIL kill -16, CHOP inh 10, FXIa inh 1536 -5 and FXIIa inh 0.
Screening Cc1ccc(CNC(=O)COC(=O)c2cncc(Br)c2)cc1 returned zVAD death inh 5.1, Wee1 degr inh 6, TNF death inh 0.1, PGE2 EP2 inh 8, TbHK1 inh -4, PPC-1+TRAIL kill 8, CHOP inh 8, FXIa inh 1536 0 and FXIIa inh 11.
Screening O=C(CN1C(=O)c2ccccc2S1(=O)=O)NCc1ccc2c(c1)OCO2 returned zVAD death inh 0.3, Wee1 degr inh 1, TNF death inh 0.6, PGE2 EP2 inh 7&6, TbHK1 inh 9, PPC-1+TRAIL kill 31, CHOP inh 33, FXIa inh 1536 5 and FXIIa inh 10.
For CCN1CCN(c2ccc(NC(=O)c3ccccc3F)cc2Cl)CC1 the results were zVAD death inh 2.9, Wee1 degr inh -1, TNF death inh 4.0, PGE2 EP2 inh 5, TbHK1 inh 11, PPC-1+TRAIL kill 20, CHOP inh -21, FXIa inh 1536 20 and FXIIa inh 18.
`C=C(C)CN(CC)C(=O)CC1C(=O)NCCN1C` (stereo not given) gave zVAD death inh 1.2, Wee1 degr inh 1, TNF death inh 1.3, PGE2 EP2 inh 6, TbHK1 inh -4, PPC-1+TRAIL kill 8, CHOP inh 15, FXIa inh 1536 0 and FXIIa inh 4.
`CCN1/C(=C2\SC(=S)N(Cc3ccccc3)C2=O)Sc2ccccc21` gave zVAD death inh 0.4, Wee1 degr inh -1, TNF death inh 1.8, PGE2 EP2 inh 4, TbHK1 inh 8, PPC-1+TRAIL kill 16, CHOP inh -1, FXIa inh 1536 6 and FXIIa inh 7.
`C=CCNC(=S)NNc1nc(Nc2ccccc2)nc(N2CCCCC2)n1` gave zVAD death inh -0.9, Wee1 degr inh 11*, TNF death inh 0.6, PGE2 EP2 inh 11, TbHK1 inh -3, PPC-1+TRAIL kill 3, CHOP inh 74*, FXIa inh 1536 1 and FXIIa inh 9.
C=CCn1c(=O)c2c3c(sc2n2c(Nc4ccc(OC)cc4)nnc12)CCCC3 was read as zVAD death inh -0.1, Wee1 degr inh 2, TNF death inh -2.1, PGE2 EP2 inh 12, TbHK1 inh -1, PPC-1+TRAIL kill 14, CHOP inh 12, FXIa inh 1536 0 and FXIIa inh 1.
`Cn1c(=O)c2c(nc(N3CCCC3)n2CC(O)CO)n(C)c1=O` (stereo not given) gave zVAD death inh 2.9, Wee1 degr inh 1, TNF death inh 0.8, PGE2 EP2 inh 9, TbHK1 inh 0, PPC-1+TRAIL kill 20, CHOP inh -3, FXIa inh 1536 7 and FXIIa inh -5.
`N#Cc1c(C(F)(F)F)cc(-c2ccc(Cl)cc2)nc1SCC(=O)O` gave zVAD death inh -0.1, Wee1 degr inh -3, TNF death inh -0.5, PGE2 EP2 inh 10, TbHK1 inh -10, PPC-1+TRAIL kill 7, CHOP inh -1, FXIa inh 1536 12 and FXIIa inh 13.
FC(F)(F)c1cccc(NC(=S)Nc2cccc(Cl)c2)c1 was read as zVAD death inh -0.1, Wee1 degr inh 0, TNF death inh -14, PGE2 EP2 inh 22, TbHK1 inh 11, PPC-1+TRAIL kill -12, CHOP inh 87*, FXIa inh 1536 -12 and FXIIa inh -11.
For N/C(=N\OC(=O)COc1ccccc1Cl)c1ccccn1 the results were zVAD death inh 0.4, Wee1 degr inh 5, TNF death inh 1.7, PGE2 EP2 inh 11, TbHK1 inh 34, PPC-1+TRAIL kill 22, CHOP inh 3, FXIa inh 1536 -5 and FXIIa inh 7.
`O=C(Nc1cccnc1)c1ccc(Cl)c(S(=O)(=O)N2CCCCCC2)c1` gave zVAD death inh 4.3, Wee1 degr inh 3, TNF death inh -8.4, PGE2 EP2 inh 13, TbHK1 inh 3, PPC-1+TRAIL kill -17, CHOP inh -19, FXIa inh 1536 2 and FXIIa inh 13.
CN1CCN/C1=C(/C(Cl)=C(Cl)Cl)[N+](=O)[O-] was read as zVAD death inh -0.8, Wee1 degr inh 0, TNF death inh -5.7, PGE2 EP2 inh 9, TbHK1 inh -12, PPC-1+TRAIL kill 27, CHOP inh 30, FXIa inh 1536 0 and FXIIa inh 5.
`Fc1ccccc1-c1csc(=Nc2cccnc2)n1CC1CCCO1` (stereo not given) gave zVAD death inh 0.8, Wee1 degr inh 4, TNF death inh -3.7, PGE2 EP2 inh 11, TbHK1 inh -4, PPC-1+TRAIL kill 14, CHOP inh 17, FXIa inh 1536 6 and FXIIa inh 4.
Cc1ccccc1OCC(=O)N/N=C/c1ccco1 was read as zVAD death inh -0.4, Wee1 degr inh -1, TNF death inh -0.4, PGE2 EP2 inh -1, TbHK1 inh -1, PPC-1+TRAIL kill 16, CHOP inh 11, FXIa inh 1536 -14 and FXIIa inh -2.
For COc1cccc(CN(C)CC(=O)Nc2cccc3ccccc23)c1 the results were zVAD death inh 1.4, Wee1 degr inh 0, TNF death inh 1.2, PGE2 EP2 inh 11, TbHK1 inh -4, PPC-1+TRAIL kill 13, CHOP inh 12, FXIa inh 1536 -6 and FXIIa inh 4.
CCc1nc2ccccc2n1CCc1ccccc1 was read as zVAD death inh -1.0, Wee1 degr inh 1, TNF death inh 0.1, PGE2 EP2 inh 3, TbHK1 inh -2, CHOP inh -16, FXIa inh 1536 -14 and FXIIa inh -1.
CC(=O)Nc1ccc(C2C(=O)c3ccccc3C2=O)cc1 was read as zVAD death inh 0.2, Wee1 degr inh -2, TNF death inh -0.7, PGE2 EP2 inh 5, TbHK1 inh -17, PPC-1+TRAIL kill 53*[5 µM], CHOP inh 1, FXIa inh 1536 1 and FXIIa inh 10.
